Source: PubChem BioAssay (several laboratories)
C-LANA FP – KSHV C-LANA DNA binding inhibition. 340,000 tested, 0.078% active. MBP-C-LANA/FAM-LBS DNA binding, fluorescence polarization. inhibition, % at 9 µM;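 active means highest replicate inhibition at or above 60% at 9 µM, even if other replicates fall short; inactive means all replicates below 60% inhibition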;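 further: 0% = neutral control wells and 100% = 4 µM acridine orange control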
DSG3 Ab inh – blocks pemphigus antibody binding to human desmoglein-3; P32926; DSG3-coupled beads, scFv-anti-DSG3-GFP binding, flow cytometry; stronger effect = lower value; binding (percent of control), % at 10 µM; 310,000 tested, 0.48% active;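 active means binding more than 3 SD below its plate's average and above zero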;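 further: hits lower antibody fragment binding to DSG3; some compounds called inactive have numbers as strong as hits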
V-ATPase pH – regulators of yeast V-ATPase proton transport | S. cerevisiae, pHLuorin cytosolic pH fluorescence | response, % at 10 µM | 350,000 tested, 0.37% active; in the data active means response mostly above about 7.3%, no sharp cut-off; inactive means mostly below about 5.4%; further: actives read high; inactives centre near 0; some compounds called inactive have numbers as strong as hits
NSD2 HMT inh – blocks human histone methyltransferase NSD2. NSD2 peptide methylation, AlphaScreen, 120 min. 310,000 tested, 0.54% active. O96028. inhibition, % at 12.5 µM; in the data active means inhibition above about 50%
CAL PDZ FP-1 – blocks peptide binding to the human CAL PDZ domain; Q9HD26; purified CAL PDZ, TMR-peptide fluorescence polarization, 1 h; inhibition, % at 24.9 µM; 300,000 tested, 0.92% active; AID 602252;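 active means mean inhibition of at least 30% with at least half of replicates also reaching 30%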;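 further: 0% = DMSO neutral control and 100% = excess unlabeled competitor peptide PRC23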
DAGLB inh – blocks human DAGLB lipase activity; inhibition, % at 5.17 µM; HEK293T DAGLB membrane lysate, EnzChek fluorogenic substrate; 340,000 tested, 0.059% active; Q8NCG7; in the data active means inhibition above about 34%;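 further: 0% = enzyme with vehicle and 100% = wells lacking enzyme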
CAL PDZ FP-2 – inhibitors of human CAL PDZ peptide binding; Q9HD26; purified CAL PDZ, TMR-peptide fluorescence polarization, 1 h; inhibition, % at 20 µM; 330,000 tested, 0.02% active; AID 504414;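 active means highest replicate inhibition of at least 40%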;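 further: plate controls were DMSO neutral control wells for no effect and unlabeled competitor peptide control wells for full effect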
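Material – purified CerCALP PDZ construct · Detection – FP readout, S and P plane fluorescence · Measure – percent inhibition from loss of millipolarization · Controls – unlabelled peptide for full inhibition, DMSO wells as neutral · Probe or stimulus – TMR-labelled reporter peptide T*-PRC34 bound in PDZ groove · Times – 1 h at RT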
Arr AP2 block – blocks beta-arrestin peptide binding to AP2 adaptin; inhibition, % at 10 µM; 340,000 tested, 0.31% active; FITC-arrestin peptide / GST-AP2 beads, flow cytometry; AP2 beta2 appendage carries R879A mutation;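 active means inhibition above a set limit, near 3 SD of compounds lacking own fluorescence, cut at about 54% in these data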;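 further: plate controls were DMSO wells for no effect and 5 µM unlabelled arrestin peptide for full effect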
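Measured by: flow cytometry, FL1 (488/535 nm); Material: AP2 appendage R879A on GSH beads; Evaluation: percent response; Timing: pre-incubation 12 min, peptide binding 1 h, room temperature; Also added: 50 nM FITC-arrestin peptide; Medium: PBS with 0.05% Tween 20 and 0.1% BSA.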
RTF Ca sens inh – cardiac RTF calcium desensitization | P19429+P45379 | IANBD-labeled cardiac RTF, Ca2+ fluorescence | inhibition, % at 7.15 µM | 340,000 tested, 0.12% active | AID 493244;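 active means inhibition above the mean inhibition of all tested compounds plus 3 SD, cut at about 17% in these data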;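 further: assay run at fixed EC70 calcium of 1.6 mM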
Keap1-Nrf2 PPI – inhibitors of human Keap1-Nrf2 protein-protein interaction | 340,000 tested, 0.15% active | Keap1 Kelch-Nrf2 peptide fluorescence polarization, 1536-well | inhibition, % at 9.4 µM | Q14145 | AID 504523; in the data active means inhibition above about 12%;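 further: human Keap1 Kelch domain with fluorescein labeled Nrf2 9mer peptide probe; 0% = neutral control wells and 100% = peptide positive control; higher means more block of Keap1 binding to Nrf2 peptide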
Target sequence (Q14145 whole entry, looked up, the tested form may be a part): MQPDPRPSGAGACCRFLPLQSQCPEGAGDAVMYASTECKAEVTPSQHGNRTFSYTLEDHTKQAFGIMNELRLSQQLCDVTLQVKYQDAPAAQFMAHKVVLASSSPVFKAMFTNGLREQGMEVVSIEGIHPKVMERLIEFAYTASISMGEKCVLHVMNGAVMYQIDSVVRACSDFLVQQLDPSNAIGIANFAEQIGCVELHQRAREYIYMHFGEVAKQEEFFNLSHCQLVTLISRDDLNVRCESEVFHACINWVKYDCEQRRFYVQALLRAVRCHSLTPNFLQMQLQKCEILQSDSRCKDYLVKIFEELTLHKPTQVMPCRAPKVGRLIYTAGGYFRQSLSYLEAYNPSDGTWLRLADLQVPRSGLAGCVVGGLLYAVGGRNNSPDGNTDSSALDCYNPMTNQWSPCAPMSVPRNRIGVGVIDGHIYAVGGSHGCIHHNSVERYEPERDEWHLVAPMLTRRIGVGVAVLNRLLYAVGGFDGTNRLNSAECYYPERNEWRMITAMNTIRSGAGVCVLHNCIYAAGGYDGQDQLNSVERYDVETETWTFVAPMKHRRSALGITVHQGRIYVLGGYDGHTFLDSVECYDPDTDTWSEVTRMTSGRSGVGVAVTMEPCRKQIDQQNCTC
Starred values were filed as active, the others as inactive; · = no result given. Only part of the results is shown; count on the stated rates, not on these rows.

Structure	C-LANA FP	DSG3 Ab inh	V-ATPase pH	NSD2 HMT inh	CAL PDZ FP-1	DAGLB inh	CAL PDZ FP-2	Arr AP2 block	RTF Ca sens inh	Keap1-Nrf2 PPI
O=C1COc2ccc(-c3csc(NCCc4ccccc4)n3)cc2N1	-4.3	106	2	-2	-3	0	-0.3	43	2	0
O=C(COc1ccccc1Br)NCc1ccco1	-1.7	114	2	2	·	-4	-2.1	12	1	-7
CCOc1cc(C2C3=C(CC(C)(C)CC3=O)OC3=C2C(=O)CC(C)(C)C3)cc([N+](=O)[O-])c1O	0.9	102	0	12	6	1	-1.3	-1	-4	-3
N#Cc1ccc(CNc2cnccn2)cc1	0.3	98	0	-2	-3	-7	0.2	-2	-12	-2
CC1CCCCN1Cc1c(O)ccc2c(=O)c(-c3ccc(Cl)cc3)coc12 (centres undefined)	-1.2	131	-3	-1	-2	-3	-1.3	5	-6	3
NC(=O)c1ccsc1NC(=O)COC(=O)CNC(=O)c1ccc(F)cc1	-1.3	106	-7	4	-6	0	-0.1	5	-2	-2
C[C@H](CO)N1C[C@H](C)[C@@H](CN(C)Cc2ccncc2)Oc2c(NC(=O)C3CC3)cccc2C1=O	0.2	96	-6	·	-4	-1	-1.6	-2	-9	0
Cc1cc(C)cc(NS(=O)(=O)c2ccc(NC(=S)Nc3ccccc3)cc2)c1	0.0	96	0	-5	-2	-1	-0.1	-1	-5	-4
O=C(Nc1cccc(-c2cn3ccsc3n2)c1)c1ccccc1	-2.5	·	1	2	4	-1	-3.9	-10	-2	-4
O=C(N/N=C/c1ccc(O)c(O)c1)C1c2ccccc2Oc2ccccc21	0.8	105	1	31	·	7	-0.5	1	-2	-3
CCOC(=O)CSc1nnc(NC(=O)c2ccc3c(c2)OCO3)s1	-0.4	·	-1	0	·	1	0.4	3	-4	-3
N#C/C(=C\c1cn[nH]c1-c1ccccc1Br)C(=O)O	-0.1	110	1	·	-1	-2	0.2	49	0	-2
CCCc1cc(=O)oc2cc(OC(C)C(=O)NC3CC(C)(C)NC(C)(C)C3)ccc12 (centres undefined)	-1.4	71	2	8	-2	0	-1.4	-6	-3	-5
CCO[C@H]1OC(C(=O)N2CCN(Cc3ccc4c(c3)OCO4)CC2)=C[C@@H](c2ccccc2)[C@@H]1CCCO	-2.1	103	-2	·	2	-3	-1.5	29	6	-3
CCCNC1CCS(=O)(=O)C1 (centres undefined)	-1.9	100	0	22	0	0	-1.1	6	-1	1
CCOC(=O)C1CCCN(C(=O)c2ccc(-c3ccccc3Cl)o2)C1 (centres undefined)	1.8	105	1	3	0	-6	-4.6	0	-11	-5
O=C(c1cc([N+](=O)[O-])ccc1N1CCCCC1)N1CCCC1	1.5	100	-2	-2	-2	0	-2.1	29	2	2
Cc1ccccc1NC(=S)NNC(=O)c1cccnc1	-0.9	105	-1	1	-2	-2	-0.4	4	-8	-4
Cc1ccccc1CC(=O)N1CCCC1	0.7	116	2	-1	-1	-3	0.4	40	-2	-1
CCOC(=O)c1[nH]c(=O)[nH]c1COC(=O)c1cc2ccccc2o1	2.3	105	0	2	0	2	0.6	3	-2	-9
COc1ccccc1-c1cccc([C@@H]2C[C@H]3[C@H](CON3C)CN2C(=O)C(C)(C)C)c1	1.1	101	0	·	-1	-1	0.6	17	3	1
O=C(CS(=O)(=O)c1ccccc1)N1CCc2ccccc21	-0.6	89	-1	6	-2	2	-2.6	0	-19	-1
COc1ccccc1N1CCN(CC(=O)N2N=CCC2c2ccccc2)CC1 (centres undefined)	1.1	89	1	-4	-6	1	-2.4	4	15	0
Cc1ccc(C(=O)CC2(O)C(=O)N(C)c3ccccc32)s1 (centres undefined)	-0.9	104	-5	·	2	0	-0.3	0	-24	-1
CCC(C)SCc1nc2ccccc2[nH]1 (centres undefined)	-0.4	110	2	-2	-3	1	-0.7	14	0	-3

Arranged by value in NSD2 HMT inh (lowest first): some entries from above
canonical_smiles,C-LANA FP,DSG3 Ab inh,V-ATPase pH,NSD2 HMT inh,CAL PDZ FP-1,DAGLB inh,CAL PDZ FP-2,Arr AP2 block,Keap1-Nrf2 PPI
O=C1COc2ccc(-c3csc(NCCc4ccccc4)n3)cc2N1,-4.3,106,2,-2,-3,0,-0.3,43,0
Cc1ccccc1NC(=S)NNC(=O)c1cccnc1,-0.9,105,-1,1,-2,-2,-0.4,4,-4
CCCc1cc(=O)oc2cc(OC(C)C(=O)NC3CC(C)(C)NC(C)(C)C3)ccc12 (centres undefined),-1.4,71,2,8,-2,0,-1.4,-6,-5

The results go on.
Structure	C-LANA FP	DSG3 Ab inh	V-ATPase pH	NSD2 HMT inh	CAL PDZ FP-1	DAGLB inh	CAL PDZ FP-2	Arr AP2 block	RTF Ca sens inh	Keap1-Nrf2 PPI
Cc1ccc(-n2nc3c4c(cccc4c2=O)-c2ccccc2-3)cc1	0.3	99	-1	-2	·	-5	-1.9	9	4	2
O=C(NCc1ccccc1)C1=C[C@H](c2csc3ccccc23)C[C@H](OCc2ccc(CO)cc2)O1	0.0	101	-6	·	-3	-2	0.2	6	-12	1
O=C(CN1C(=O)C2(OCCO2)c2cc(Br)ccc21)NO	-1.0	·	-3	11	3	0	0.2	28	-2	-3
COc1cc2ccccc2cc1C(=O)NC1CCCC1	-1.7	94	0	-2	-7	-3	-2.5	-1	2	3
Cc1ccc(CNC(=O)C2CCC(=O)N2C(C)C)cc1 (centres undefined)	0.1	101	-3	-3	-7	-1	·	-22	-14	-3
COc1nccnc1NS(=O)(=O)c1ccc(NC(=O)c2cccc(C)c2)cc1	0.4	105	1	1	-6	-1	0.1	25	-7	-2
Cc1cccc(-c2cc3nc(-c4ccccc4)cc(N4CCC5(CC4)OCCO5)n3n2)c1	-4.2	106	4	0	-5	-9	-1.1	-5	-7	4
CCOC(=O)CSc1nnc(C)c(C)n1	0.3	96	2	·	0	-3	0.2	17	-15	-3
CS(=O)(=O)N(CC(N)=O)c1ccc2c(c1)OCO2	1.2	99	1	0	-3	2	-1.0	-6	0	4
Cc1noc(C)c1C(=O)N1CCCC(C(=O)c2cccc(OC(C)C)c2)C1 (centres undefined)	-0.3	122	13*	-1	-3	-2	-3.1	-26	-9	-2
NNc1nc(-c2ccccc2)c2ccccc2n1	-0.7	99	-3	1	-2	-7	-4.0	-20	-8	-6
CCc1ccc2c(COC(=O)C3CC(=O)N(CCc4ccccc4)C3)cc(=O)oc2c1 (centres undefined)	-2.0	107	-1	-1	-13	-4	-1.3	3	-4	-1
COc1ccc(OC)c(/C=C/C(=O)OCC(=O)Nc2cccc(Oc3ccccc3)c2)c1	1.0	97	-3	-2	-3	-10	-2.2	17	5	-1
CCOc1cc(N2CCOCC2)c(OCC)cc1NC(=O)COc1ncnc2ccc(Br)cc12	2.2	98	-3	-1	4	-4	0.2	6	-4	0
COc1ccc2c(c1)c1nnc(SCC(=O)N3CCCCC3C)nc1n2C (centres undefined)	-0.1	93	2	1	1	1	-2.7	24	-12	8
CC(C)CNC(=S)NNC(=O)c1ccccc1OC(F)F	-0.7	·	-1	-3	2	1	-3.1	14	3	3
Fc1ccc(Nc2ccnc(Nc3ccc(F)cc3)n2)cc1	4.6	105	-2	6	0	0	-0.9	8	-5	3
CC(=O)Nc1sc2c(c1C(c1cccc(Cl)c1)N1CCN(CCO)CC1)CCCC2 (centres undefined)	0.8	116	-4	·	·	0	-1.2	11	-4	-2
C[C@@H]1CCC[C@@]2(O[C@H](CCO)C[C@H](O)[C@H]2O)O1	-1.5	104	-1	·	-6	-6	0.6	1	-16	3
Cc1cc(C)c(S(=O)(=O)c2cccc(Cl)c2)c(Cl)n1	0.4	98	-1	5	-5	-1	0.0	13	1	-1
CC(=O)c1ccc(NS(=O)(=O)c2cccc(C)c2)cc1	-1.1	104	-1	1	·	1	-1.4	1	-3	-3
O=C(Nc1ccccc1N1CCCCC1)c1cc(S(=O)(=O)N2CCOCC2)ccc1F	1.6	99	-6	-1	0	-6	-0.4	29	2	-1
CCOCCCNC(=O)C(c1ccc(C)cc1)N(Cc1ccc2c(c1)OCO2)C(=O)c1cnccn1 (centres undefined)	16	96	0	4	4	-4	-1.9	2	-12	2
Cc1c(C(=O)N(CC(C)C)c2c(N)n(Cc3ccccc3)c(=O)[nH]c2=O)sc2nc3n(c(=O)c12)CCC3	3.0	91	3	4	·	0	-0.9	16	-2	-5
N#Cc1c(NC(=O)Cn2c(=O)oc3ccccc32)oc(-c2ccccc2)c1-c1ccccc1	2.8	103	-3	0	-4	4	-0.9	-2	-10	0
CC(Sc1ccc(S(=O)(=O)N2CCOCC2)cc1[N+](=O)[O-])C(=O)O (centres undefined)	0.5	105	-3	-1	-7	2	-4.1	7	-21	-3
CCOc1ccc(C2CC(c3cccc(OC)c3)Nc3ncnn32)cc1 (centres undefined)	-0.8	106	1	·	·	-3	-0.6	8	-11	-1
Cc1c(NC(=O)CN2CCCc3ccccc32)c(=O)n(-c2ccccc2)n1C	3.2	92	-1	-1	-5	0	-2.6	0	-5	0
Cc1ccc(S(=O)(=O)N(CCCO)CC(O)CON=C2c3ccccc3-c3ccccc32)cc1 (centres undefined)	1.1	85	0	1	-6	-1	-3.0	10	-10	0
CCOC(=O)C1(CCCc2ccccc2)CCN(Cc2cnn(C)c2)CC1	0.5	99	1	1	75*	2	-0.2	-3	-11	-7
CCOC(=O)c1ccc(N=c2sc(C(=O)OC)cc(=O)n2Cc2ccc3c(c2)OCO3)cc1	0.5	94	0	·	·	0	0.6	-3	-1	-5
O=C(CSc1nc2ccc([N+](=O)[O-])cc2s1)NCC1CCCO1 (centres undefined)	1.0	·	1	-2	-3	-1	-1.9	10	-5	0
COc1cc(-c2nc3ccccn3c2/N=C/c2ccc(F)cc2)ccc1O	-1.4	102	-2	-1	2	-2	-0.6	-12	-5	-2
N/C(=N/O)c1nc(N2CCCC2)nc(N(c2ccccc2)c2ccccc2)n1	0.0	112	4	-2	-2	2	-3.0	-3	-1	6
O=C(NCCCn1ccnc1)c1cc2nc(-c3ccc(Br)cc3)cc(C(F)(F)F)n2n1	3.0	·	5	-2	-1	-2	-1.2	6	-2	-4
CCOC(=O)C1(CCCc2ccccc2)CCN(Cc2nccn2CC)CC1	1.2	107	·	-1	0	-5	-2.1	4	3	0
CCCCNC(=O)CCC(=O)Nc1ccc2nc(N3CCN(C)CC3)cc(C)c2c1	-0.9	107	2	0	2	-2	0.3	43	-3	2
CCC(=O)NNc1nc2c(F)cc(F)cc2s1	-0.4	94	-1	·	-3	-3	0.9	-1	-1	1
O=C(C(Sc1ccccc1)c1ccc(Br)cc1)N1CCOCC1 (centres undefined)	1.6	88	3	-3	-3	-3	-4.4	7	-6	-7
